G9a block = blocks human histone lysine methyltransferase G9a. Q96KQ7. G9a H3K9 monomethylation, AlphaScreen, 2 h. Potency, µM (doses to about 102 µM), without a hit: at the top dose activity, negative = inhibition, usual class: inhibitors. actives 8.8% (n = 350,000); further: on the % scale 0 is the no-effect control and ±100 the full control effect; nearly all actives have a fitted effect of over 75% in size
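Readings reflect AlphaScreen signal from monomethyl-H3K9 antibody detection. HMT at 20 nM; substrate b-H3K9 500 nM; cofactor SAM 20 uM; 2 h RT reaction; compounds tested as titrations in qHTS with 15 min preincubation.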
Tb PGK inh = blocks T. brucei phosphoglycerate kinase; P07378; PGK/GAPDH coupled, Kinase-Glo luminescence, 60 min; Potency, µM (top dose mostly 57.5 µM), for inactives: at the highest dose activity change, negative = inhibition, usual class: inhibitors; actives 0.043% (n = 380,000); further: on the % scale 0 is the no-effect control and ±100 the full control effect; nearly all actives have a fitted effect of over 60% in size
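Recombinant glycosomal PGK reaction used 1,3-bisphosphoglycerate generated in-well by GAPDH (100nM final) in 100mM TEA pH 7.6, 5mM MgCl2, 0.01% Tween-20. After 60 minutes at room temperature, ATP was read by Kinase-Glo Plus luminescence end-point.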
HP1b chromo inh = inhibitors of HP1-beta chromodomain binding to methylated histone tails; P83916; AlphaScreen HP1-beta / biotin-H3K9me3 peptide binding; Potency, µM (highest dose often 114 µM), without a hit: at the highest dose activity change, negative = inhibition, most hits filed as inhibitors; actives 0.56% (n = 390,000); further: nearly all actives have a fitted effect of over 70% in size; inactives centre near 23
Target sequence (P83916 whole entry, looked up): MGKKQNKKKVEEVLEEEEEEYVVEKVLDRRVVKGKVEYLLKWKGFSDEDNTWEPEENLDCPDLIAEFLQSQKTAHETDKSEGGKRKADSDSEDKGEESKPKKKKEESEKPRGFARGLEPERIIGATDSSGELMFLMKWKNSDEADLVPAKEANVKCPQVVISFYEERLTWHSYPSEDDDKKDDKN
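Compound inhibition of the preformed complex between 50 nM HP1-beta and 50 nM biotinylated H3K9me3 peptide was read by AlphaScreen. Buffer was PBS pH 7.4 with 0.01% Tween-20. Incubations ran 30 min at room temperature, with 10 ug/mL donor/acceptor beads.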
BLM inh = inhibitors of human Bloom syndrome helicase BLM. recombinant BLM DNA unwinding, fluorescence dequenching. Potency, µM (top dose mostly 56.1 µM), for inactives: top-dose activity change, negative = inhibition, actives largely listed as inhibitors. actives 0.2% (n = 350,000). AID 2528;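 further: plate controls were vehicle for no effect and no enzyme for full effect; nearly all actives have a fitted effect of over 35% in size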
BAZ2B block = inhibitors of human BAZ2B bromodomain; Q9UIF8; AlphaScreen BAZ2B-H3K14Ac peptide displacement; Potency, µM (doses to about 114 µM), inactives show at the highest dose activity change, negative = inhibition, actives largely listed as inhibitors; actives 4.4% (n = 360,000); further: on the % scale 0 is the no-effect control and ±100 the full control effect; nearly all actives have a fitted effect of over 60% in size
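Inhibition is scored as reduced AlphaScreen emission. The BAZ2B/b-H3(5-23)K14Ac complex (50 nM each) in PBS pH 7.4, 0.01% Tween-20 meets compound (up to 110 uM) for 30 min at RT before bead addition.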
GLS inh = inhibitors of human glutaminase (GLS). O94925. GLS enzymatic activity, qHTS titration. Potency, µM (highest dose often 45.5 µM), for the others: top-dose activity change, negative = inhibition, usual class: inhibitors. actives 0.21% (n = 410,000); further: on the % scale 0 is the no-effect control and ±100 the full control effect
Target sequence (O94925 whole entry, looked up): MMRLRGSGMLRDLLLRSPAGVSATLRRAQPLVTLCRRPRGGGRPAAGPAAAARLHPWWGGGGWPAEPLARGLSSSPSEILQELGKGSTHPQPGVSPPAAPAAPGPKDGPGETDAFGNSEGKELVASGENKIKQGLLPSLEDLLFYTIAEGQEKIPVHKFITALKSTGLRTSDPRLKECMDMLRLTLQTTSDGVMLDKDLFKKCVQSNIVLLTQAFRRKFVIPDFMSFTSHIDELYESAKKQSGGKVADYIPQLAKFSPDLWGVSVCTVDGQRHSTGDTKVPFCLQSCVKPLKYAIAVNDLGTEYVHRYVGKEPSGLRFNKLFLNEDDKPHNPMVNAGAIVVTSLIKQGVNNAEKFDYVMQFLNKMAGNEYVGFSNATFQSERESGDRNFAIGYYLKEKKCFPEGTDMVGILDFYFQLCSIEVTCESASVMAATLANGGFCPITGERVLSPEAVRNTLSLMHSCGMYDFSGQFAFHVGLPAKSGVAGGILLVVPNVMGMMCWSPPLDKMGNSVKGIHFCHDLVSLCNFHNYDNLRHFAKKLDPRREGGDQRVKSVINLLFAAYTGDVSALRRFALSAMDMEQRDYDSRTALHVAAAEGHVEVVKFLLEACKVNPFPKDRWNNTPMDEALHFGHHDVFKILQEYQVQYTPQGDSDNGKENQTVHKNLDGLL
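hKGA in 45 mM KH2PO4 pH 8.2, 0.02% Tween-20 with pin-transferred compounds; 1 mM L-glutamine (stock) plus glutamate oxidase/HRP/Amplex Red coupling added. Fluorescence read initially and after 30 min at RT.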
Pin1 inh = human Pin1 inhibition; Pin1 FP peptide displacement, HiFluor488, 10 min; Potency, µM (titrated, usually from 115 µM), for inactives: at the top dose activity, negative = inhibition, most hits filed as inhibitors; actives 0.009% (n = 390,000); active means well fitted inhibition curve with a large enough effect in the polarisation, with a control signal flat, not every such curve was filed as active; inconclusive means small, poorly fitted or top-dose-only effect, or effect the other way, or a change in a side signal; inactive means no such curve, though single readings can be large or run the other way; the % refers to the polarisation; further: on the % scale 0 is the no-effect control and ±100 the full control effect
Target sequence (Q13526 whole entry, looked up): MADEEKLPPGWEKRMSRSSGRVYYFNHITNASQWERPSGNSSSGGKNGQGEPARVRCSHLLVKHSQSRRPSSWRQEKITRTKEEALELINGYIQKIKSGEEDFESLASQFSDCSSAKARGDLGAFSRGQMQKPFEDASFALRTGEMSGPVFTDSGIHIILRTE
POLI inh = blocks human DNA polymerase iota activity | Q9UNA4 | Pol iota fluorescent replication assay, 10 min | Potency, µM (top dose mostly 115 µM), for the others: at the top dose activity, negative = inhibition, actives largely listed as inhibitors | actives 1% (n = 390,000) | AID 588590
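Pol iota at 10 nM preincubated 15 min with compounds at room temperature; reaction started with fluorescent substrate, 50 nM final. Fluorescence read kinetically at 0 and 10 min; buffer-only wells as negative control.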
JMJD2A Tudor inh = JMJD2A Tudor domain (human) inhibition. O75164. AlphaScreen JMJD2A-Tudor / H3K4me3 peptide binding. Potency, µM (titrated, usually from 114 µM), for the others: at the highest dose activity change, negative = inhibition, hits mostly inhibitors. actives 4.4% (n = 390,000). AID 504339; further: on the % scale 0 is the no-effect control and ±100 the full control effect; nearly all actives have a fitted effect of over 50% in size
The depositor's hits bear a star; i = inactive; ? = inconclusive; / = not tested or not shown; & = joins results of further samples; [ ] = remark or other dose. Unless noted, the call rests on the fitted dose curve; in most records, active means well fitted curve in the direction sought with a large enough effect; inconclusive means small, poorly fitted or top-dose-only effect, or another doubt; inactive means no such curve, though single readings can be large; an effect the other way counts as inactive or inconclusive. Potency means the concentration at half of the fitted maximal effect. A portion of the library (hit frequency here may not be typical).

Molecule	Tb PGK inh	HP1b chromo inh	GLS inh	POLI inh	G9a block	JMJD2A Tudor inh	Pin1 inh	BLM inh	BAZ2B block
O=C(Cc1cccc(NC(=O)C2CCCN(C(=O)c3ccccc3)C2)c1)Nc1ccc(C(=O)N2CCOCC2)cc1 (configuration not stated)	-1%	13%	-1%	-14%	/	-19%	0%	/	/
O=C(NCc1ccc(F)cc1)c1cc2n(n1)C(C(F)(F)F)CC(C1CC1)N2 (configuration not stated)	-7%	49%[activator]	6%	23%	21%	-10%	-1%	-5%	12%
C[C@H](CO)N1C[C@H](C)[C@@H](CN(C)Cc2ccc(-c3ccccc3)cc2)Oc2c(NS(=O)(=O)c3ccccc3)cccc2C1=O	-4%	24%	2%	-27%	/	?	?	/	/
O=[N+]([O-])c1ccc(N/N=C/c2cccs2)nc1	-1%	41%[activator]	1%	18%	/	-5%	7%	/	/
COc1cccc(-n2c(C)nc3cc(C(=O)O)ccc32)c1	-7%	39%&31%[activator]	0%&18%	-23%&3%	?	-14%&-9%	1%&-7%	-3%&-1%	-1%&-35%
CCOc1ccc(C(=O)NCC(=O)OCC(=O)NC2CCCC2)cc1	0%	43%[activator]	0%	63%[activator]	-4%	-18%	-2%	-4%	4%
O=C(c1ccoc1)N1CCC2(CCCN(Cc3ccc(F)c(F)c3)C2)C1 (configuration not stated)	0%	43%[activator]	1%	20%	11%	-6%	-1%	2%	-17%
O=C(CCc1ccccc1)Nc1ccc(S(=O)(=O)N2CCOCC2)cc1	-1%	-8%	12%	29%	21%	-15%	-1%	-7%	-2%
CN(C(=O)c1cc(S(=O)(=O)N2CCOCC2)cs1)c1ccccc1	-9%	22%	1%	15%	65%[activator]	-7%	-5%	-1%	-14%
O=C(NCC1CC1)c1ccc2nc(-c3ccoc3)c(-c3ccoc3)nc2c1	/	10%[57 µM]	/	46%[activator]	/	-28%[57.1 µM]	3%	/	/
O=C(NC(NC(=S)Nc1cc(Cl)ccc1Cl)C(Cl)(Cl)Cl)c1ccco1 (configuration not stated)	-6%[11.5 µM]	?	0%	?	-18%	?	19%	-12%	3%
O=C(c1ccco1)N(Cc1ccco1)c1ccc(O)cc1	1%	13%	24%	4%	6%	-7%	-4%	-4%	2%
Cc1ccc(C(=O)CN2CCC(NC(=O)C3CCCCC3)CC2)cc1	16%	44%[activator]	-19%	24%	?	-25%	12%	-5%	-36%
CCOc1ccccc1NC(=O)Cn1c(=O)n(Cc2cccs2)c(=O)c2cccnc21	10%	24%	0%	0%	10%[59 µM]	-10%	11%	-5%	1%
O=C(c1ccccc1F)N1CCN(c2ccc([N+](=O)[O-])c3ncccc23)CC1	-10%	3%	2%	1%	11%[59 µM]	-12%	2%	-1%	-2%
Cc1nnc(SCC(=O)Nc2cc(S(=O)(=O)N3CCCC3)ccc2Cl)s1	2%	16%	-8%	34%[activator]	32%[12.7 µM]	9%	3%	-2%	-22%
O=C(NCCOc1ccccc1)c1ccc2c(c1)S(=O)(=O)c1cc(Cl)ccc1C2=O	0%	-6%	-4%	?	/	?	-4%	/	/
CC(C)OC(=O)Cn1cc(C#N)c2ccccc21	-1%	24%	-4%	61%[activator]	-26%	-9%	3%	-2%	11%
COc1cccc(NC(=O)C2CCC(CNC(=O)[C@@H]3Cc4ccccc4CN3)CC2)c1 (some centres not stated)	-3%	24%	11%	1%	16%[0.0925 µM]	-16%	-10%	1%	-8%
Cc1cc(=O)[nH]c(N/N=C/c2cc(C)n(-c3ccccc3)c2C)n1	-10%	17%	?	-14%	?	?	2%	-3%	-27%
Cc1cc(C)nc(SC(C(=O)O)c2ccccc2)n1 (configuration not stated)	0%	48%	5%	87%[activator]	10%[59 µM]	-11%	0%	5%	-1%
CCOc1ccc2c(c1)C(=NNC(=O)c1ccncc1)c1cc(OCC)ccc1-2	-2%	26%	9%	48%[activator]	25%	-3%	-3%	-1%	2%
COc1ccccc1/C=N/NC(=O)c1ccc2c(c1)OCO2	11%	37%	3%	167%[activator]	-13%	4%	44%[activator]	2%	-6%
Cc1ccc([C@H]2C(C(=O)O)=C[C@@H](CC3CCCC3)N2S(=O)(=O)c2ccc(C)cc2)cc1	i	39%[activator]	-8%	21%	/	-21%	-17%	/	/
COc1ccc(CNC(=O)CCS(=O)(=O)c2cc3c4c(c2)CCN4C(=O)CC3)cc1OC	-10%	-10%	-16%	3%	?	?	0%	-1%	-2%
COc1cccc(/C=C2\SC(=S)N(N3C(=O)CCCC3=O)C2=O)c1	5%	?	-7%	?	22µM*	-85%	5%	-6%	25µM*
CCn1cc(S(=O)(=O)c2cccc(C)c2)c(=O)c2cc(F)c(N3CCCC(C)C3)cc21 (configuration not stated)	-9%	28%	8%	3%	6%[59 µM]	-11%	1%	0%	5%
COc1cccc(Cn2c(C)c(CNCc3cccc(C)c3)c(C(=O)O)c2C)c1	12%	0%	5%	12%	?	-28%	-1%	1%	?
Cc1nc(C)c(C(=O)OC(C)C(=O)Nc2ccc(F)cc2)s1 (configuration not stated)	-1%	22%	-4%	?	18%[2.33 µM]	-13%	0%	/	9%
COc1ccccc1-c1cc(-c2cc(Cl)ccc2O)n[nH]1	2%	15%	-5%	12%	4%[59 µM]	-5%	3%	-2%	16%
CCOC(=O)C[C@H]1c2ccccc2S(=O)(=O)N1Cc1ccc(Cl)cc1	9%	61%[activator]	1%	33%&5%[activator]	/	8%	3%	/	/
Cc1ccc(NC(=O)c2oc3ccccc3c2COC(C)C)cc1S(=O)(=O)N1CCOCC1	-5%	17%	-6%	27%	/	-8%	16%	/	/
CN(C)c1ccc(/C=N/N2CCN(Cc3ccccc3Cl)CC2)cc1	0%	?	28%	-11%	?	32µM*	4%	-8%	50µM*
COc1cccc(CNC(=O)CCC(=O)N2CC(C)Sc3ccccc32)c1 (configuration not stated)	i	20%	7%	-6%	-4%[59 µM]	-6%	3%	0%	-11%
COc1ccc(-n2nc3c(c2NC(=O)C(=O)N2CCN(C)CC2)CSC3)cc1	-8%	43%	1%	-1%	5%[59 µM]	1%	0%	-1%	3%
Cc1cc(Cl)ccc1OCC(=O)Nc1ccc2oc(=O)ccc2c1	-3%	14%	-5%	109%[activator]	28%	2%	7%	-4%	11%
CC1CCN(c2c(NCc3ccc(C(=O)N4CCN(C5CCCCC5)CC4)cc3)c(=O)c2=O)CC1	i	29%	-6%	13%	0%	-9%	-1%	3%	-11%
CCOC(=O)c1cc2c(=O)n3ccccc3nc2n(CC2CCCO2)c1=NC(=O)c1ccccc1Br (configuration not stated)	0%	47%[activator]	1%	24%	8%[59 µM]	5%	10%	0%	6%
CCCn1nnc2c(=O)oc3ccccc3c21	-8%	36%	-14%	-9%	19%[59 µM]	-1%	-4%	3%	-31%
COc1ccc(N2CC(C(=O)Nc3ccc4c(c3)OCO4)CC2=O)cc1 (configuration not stated)	-5%	20%	-2%	-4%	13%[59 µM]	-10%	6%	0%	-4%
CN(CCc1ccccn1)C(=O)CCNC(=O)Cn1cnc2ccccc2c1=O	6%	37%	5%	-17%	5%[12.7 µM]	-3%	0%	-1%	-2%
CCCCN1C(=O)C(=O)N(CC(=O)Nc2cc(S(=O)(=O)N(C)C)ccc2C)C1=O	2%	54%[activator]	-2%	46%[activator]	-24%	4%	5%	/	-5%
[O-]/C(=C(\C(=S)Nc1cccc2ccccc12)[n+]1cccc(CO)c1)c1ccc(Cl)s1	2%	-26%	3%	/	40µM*	?	3%	-6%	32µM*
CCCCn1c(NS(=O)(=O)c2ccccc2)c(S(=O)(=O)c2ccc(C)cc2)c2nc3ccccc3nc21	-5%	53%[activator]	-4%	7.9µM*	1%[59 µM]	23%	-5%	?	14%
CN1C(=O)C(CC(=O)Nc2ccc(F)cc2)N(CCCc2ccccc2)C1=S (configuration not stated)	-7%	12%	-4%	3%	?	-3%	?	-8%	0%
O=C(NCCc1ccccc1)c1c2c(nc3ccccc13)C(=O)N(C1CCCCC1)C2	i	37%	9%	6%	2%[59 µM]	-20%	4%	-4%	-17%
CCN1CCN(c2ccc(S(=O)(=O)N3CCOCC3)cc2NC(=O)CCC(C)C)CC1	-3%	10%	8%	10%	-42%	-2%	2%	/	7%
COc1ccc(C(OC(=O)c2ccco2)C(=O)NC2CCCCC2)cc1 (configuration not stated)	i	45%[activator]	-1%	5%	-3%[59 µM]	-1%	-2%	1%	-4%
CCOc1ccc(CNC(=O)C(C)n2ccc3cc(S(=O)(=O)N4CCCC4)ccc32)cc1 (configuration not stated)	-5%	19%[57 µM]	0%	26%	12%	-13%	36%[activator]	-5%	-16%
O=C(Cn1nnc2ccccc2c1=O)N[C@@H](Cc1c[nH]c2ccccc12)C(=O)O	-11%	15%	4%	3%	-13%[59 µM]	-15%	0%	0%	-1%

Marked active in POLI inh (from the list above):
Molecule	Tb PGK inh	HP1b chromo inh	GLS inh	POLI inh	G9a block	JMJD2A Tudor inh	Pin1 inh	BLM inh	BAZ2B block
CCCCn1c(NS(=O)(=O)c2ccccc2)c(S(=O)(=O)c2ccc(C)cc2)c2nc3ccccc3nc21	-5%	53%[activator]	-4%	7.9µM*	1%[59 µM]	23%	-5%	?	14%

Three of the entries above in order of their number in BAZ2B block, ascending.
Molecule | BAZ2B block
O=C(NCCc1ccccc1)c1c2c(nc3ccccc13)C(=O)N(C1CCCCC1)C2 | -17%
COc1ccc(C(OC(=O)c2ccco2)C(=O)NC2CCCCC2)cc1 (configuration not stated) | -4%
Cc1cc(Cl)ccc1OCC(=O)Nc1ccc2oc(=O)ccc2c1 | 11%

From PubChem BioAssay
